# Screening data as filed in PubChem BioAssay.
# Rin1 Abl inh: blocks binding of human Rin1 to Abl. P00519+Q13671. TR-FRET Rin1/Abl binding, biochemical. inhibition, % at 7.35 µM. 0.4% of 360,000 active. AID 588664; in the data active means inhibition above about 5%, passing the limit was not always enough
# LMPTP inh: LMPTP (human) inhibition; P24666; recombinant LMPTP-A, OMFP fluorogenic substrate, fluorescence intensity; inhibition, % at 20 µM; 0.22% of 360,000 active;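 active means compounds that cut the enzyme signal by at least half of the control window in the single-dose screen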;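 further: plate controls were DMSO wells with enzyme plus substrate for no effect and substrate without enzyme for full effect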
#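 Assay system: LMPTP-A, protein tyrosine phosphatase of low molecular weight / Medium: pH 6.0 Bis-Tris buffer with DTT and Triton X-100 / Schedule: 50 min enzyme reaction at room temperature, protected from light / Measured by: endpoint fluorescence intensity from OMFP dephosphorylation / Read-out basis: % inhibition relative to no-enzyme and uninhibited control wells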
# SUMO1 PPI mod: SUMO1-SIM interaction modulation. SUMO1 binding to a labelled peptide, TR-FRET, 1 h. inhibition, % at 20 µM. 0.33% of 360,000 active. AID 602429; in the data active means inhibition above about 37%
# Scp-1 inhibitor: Scp-1 (human) phosphatase inhibition; Recombinant Scp1, phosphopeptide, malachite green phosphate absorbance; inhibition, % at 20 µM; 0.88% of 340,000 active; AID 493091;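 active means inhibition above about 50% at 20 µM, limit read from the data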;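 further: plate controls were DMSO wells with enzyme for no effect and wells lacking enzyme for full effect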
# Target sequence (Q9GZU7 76-261 limits assumed): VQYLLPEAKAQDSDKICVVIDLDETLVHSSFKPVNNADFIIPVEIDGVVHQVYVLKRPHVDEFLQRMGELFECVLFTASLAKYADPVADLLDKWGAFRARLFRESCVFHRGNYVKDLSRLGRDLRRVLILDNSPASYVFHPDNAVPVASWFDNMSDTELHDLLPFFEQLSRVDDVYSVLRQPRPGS
#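 Assay system: SCP-1 catalytic fragment, aa 76-261 | Buffer or medium: Tris acetate buffer pH 5.5 with MgCl2 and Tween-20 | Compound: One concentration, 20 µM, with 1.0% DMSO | Also added: Phospho 17-mer peptide substrate | Signal: Absorbance at 630 nm | Incubation: 45 min enzyme reaction at room temperature | Measure: % inhibition of SCP-1 phosphate liberation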
# Neddylation inh: inhibitors of human cullin neddylation. P61081+Q13564. TR-FRET cullin neddylation, biochemical. calls only at 25 µM. 0.58% of 360,000 active; in the data active means inhibition above about 36%
# NadD inh: NadD (S. aureus) enzyme inhibition; purified NadD enzyme, colorimetric absorbance read-out; inhibition, % at 20 µM; 0.78% of 360,000 active; in the data active means inhibition above about 26%; further: some compounds past the cut are filed as inactive
# Rpn11 block: blocks the human proteasome subunit Rpn11; O00487; human 26S proteasome, Ub4-pepOG fluorescence polarization; 20S core pre-blocked with epoxomicin; calls only at 20 µM; 0.59% of 360,000 active; AID 588493;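 active means inhibition at 20 µM, scaled to each plate's controls, above about 33%, limit read from the data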
# Target sequence (O00487 whole entry, looked up): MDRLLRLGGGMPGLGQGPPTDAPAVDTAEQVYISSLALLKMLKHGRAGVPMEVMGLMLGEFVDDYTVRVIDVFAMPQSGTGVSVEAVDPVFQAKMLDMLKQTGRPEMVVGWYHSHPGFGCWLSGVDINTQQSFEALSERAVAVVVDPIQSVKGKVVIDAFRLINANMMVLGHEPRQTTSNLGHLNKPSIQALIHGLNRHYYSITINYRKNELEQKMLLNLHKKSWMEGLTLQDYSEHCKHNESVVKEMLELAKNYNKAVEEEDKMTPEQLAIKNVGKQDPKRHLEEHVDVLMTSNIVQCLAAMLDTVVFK
# STEP block: STEP (human) phosphatase inhibition; P54829; recombinant STEP, OMFP fluorogenic substrate, fluorescence; inhibition, % at 20 µM; 0.25% of 360,000 active; AID 588621;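 active means inhibition at 20 µM, scaled per plate between control wells, above about 37%, limit read from the data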;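 further: 0% = DMSO with enzyme and substrate and 100% = substrate only without enzyme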
# Target sequence (P54829 whole entry, looked up): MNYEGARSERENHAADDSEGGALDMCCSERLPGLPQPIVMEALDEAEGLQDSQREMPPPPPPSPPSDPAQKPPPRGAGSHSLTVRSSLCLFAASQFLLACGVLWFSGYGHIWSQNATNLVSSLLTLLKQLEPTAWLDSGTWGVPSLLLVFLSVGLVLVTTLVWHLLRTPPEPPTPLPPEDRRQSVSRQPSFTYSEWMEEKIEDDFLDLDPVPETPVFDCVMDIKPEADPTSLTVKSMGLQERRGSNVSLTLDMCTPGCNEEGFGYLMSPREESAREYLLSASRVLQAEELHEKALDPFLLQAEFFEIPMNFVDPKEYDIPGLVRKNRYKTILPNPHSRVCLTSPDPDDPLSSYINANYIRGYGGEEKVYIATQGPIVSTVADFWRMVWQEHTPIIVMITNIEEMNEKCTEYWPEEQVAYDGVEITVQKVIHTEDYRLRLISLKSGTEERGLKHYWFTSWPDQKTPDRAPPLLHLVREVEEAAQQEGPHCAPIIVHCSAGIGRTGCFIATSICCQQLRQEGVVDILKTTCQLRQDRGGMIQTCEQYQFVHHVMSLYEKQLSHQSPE
#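 System: STEP (striatal-enriched tyrosine phosphatase) enzyme, cell-free; medium: Bis-Tris pH 6.0 buffer with DTT, detergent; dosing: 20 µM, 1% DMSO; times: reaction 20 min, ambient temperature; detection: fluorescence, 480/540 nm; read-out basis: normalized % inhibition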
# CSN deneddyl inh: blocks human CSN-mediated cullin deneddylation. Q92905. Purified CSN, SCF-Nedd8-OG deneddylation, fluorescence polarization. inhibition, % at 12.5 µM. 0.38% of 360,000 active;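 active means pattern-corrected inhibition above about 35%, with an unprinted fluorescence ratio check between 0.5 and 1.5, limit read from the data, passing the limit was not always enough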;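 further: 0% = enzyme with substrate and 100% = substrate without enzyme; some results filed as inactive read as strong as hits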
#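 Schedule: reaction 90 min, room temperature / Assay system: HEK293T-derived human Csn5 enzyme / Input: Csn5 at 0.24 nM final / Measure: inhibition of Csn5 cleavage, % / Control set: substrate-only high control, full reaction low control / Technique: fluorescence polarization of the substrate / Buffer or medium: Tris/NaCl/DTT buffer, pH 7.5 / Reagent: SCFSkp2-Nedd8OG substrate at 10 nM final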
# DNMT1 block: blocks human DNA methyltransferase DNMT1. 0.83% of 360,000 active. inhibition (reported as % activation of signal), % at 10 µM. DNMT1 molecular beacon, Hinp1I cleavage, fluorescence. P26358; in the data active means inhibition above about 50%
# The depositor's hits bear a star; i = inactive; x = no result given; + = active, no number.
compound	Rin1 Abl inh	LMPTP inh	SUMO1 PPI mod	Scp-1 inhibitor	Neddylation inh	NadD inh	Rpn11 block	STEP block	CSN deneddyl inh	DNMT1 block
COc1ccc(S(=O)(=O)NCC(c2ccco2)N2CCc3ccccc3C2)cc1 (stereo not given)	-0.3	1.5	1.6	1.0	i	-2.9	i	2.9	1.0	-0.8
N#Cc1ccccc1OCC(=O)OCC(=O)N1CCCC1	2.7	-1.3	-4.1	-7.7	i	-1.6	i	-3.5	2.7	0.5
O=C(COC(=O)/C=C/c1ccc(S(=O)(=O)N2CCCCCC2)cc1)NCc1ccccc1Cl	3.9	-0.1	-4.4	8.4	i	2.8	i	0.3	-10.8	20.0
Cc1cccc(C)c1OCc1cc(C(=O)N(Cc2nccn2C)C(C)C)no1	-1.1	-0.7	-1.1	1.7	i	0.2	i	0.2	-7.9	-0.3
COc1ccc(NC(C)=O)cc1S(=O)(=O)N1CCN(C/C=C/c2ccccc2)CC1	-5.0	-1.6	-4.5	0.2	i	-5.3	i	3.2	-1.3	-0.1
CC(C)=C1SC(N2CCN(c3cccc(C)c3)CC2)=NC1=O	0.2	-0.7	-2.4	-6.6	i	3.2	i	0.6	-0.7	-0.7
CN(c1ccccc1)S(=O)(=O)c1cc(C(=O)OCC(N)=O)ccc1Cl	1.1	-2.1	4.4	-8.3	i	-5.0	i	1.7	-3.9	-1.6
OC1(c2cccs2)CN(c2ccc(Cl)cc2)C2=[N+]1CCCS2 (stereo not given)	-0.1	-0.1	0.0	4.0	i	-3.8	i	-2.5	-5.2	1.4
O=C(Cn1ccc(NC(=O)OCc2ccccc2)nc1=O)NCCN1CCOCC1	4.0	-2.4	5.7	-4.4	i	-0.9	i	0.0	-2.6	-0.6
CCN1C(=O)NC2C1N(S(C)(=O)=O)CCN2S(C)(=O)=O (stereo not given)	-2.9	-0.9	-3.8	-12.7	i	3.2	i	1.0	3.0	2.0

# (further entries)
compound	Rin1 Abl inh	LMPTP inh	SUMO1 PPI mod	Scp-1 inhibitor	Neddylation inh	NadD inh	Rpn11 block	STEP block	CSN deneddyl inh	DNMT1 block
C[C@@H](c1ccccc1)N1C[C@@H](COCc2ccccc2)Oc2cc(N3CC[C@@H](O)C3)ccc2S1(=O)=O	x	3.2	4.2	x	i	-3.9	x	x	-2.4	x
O=C(Nc1ccccc1)Nc1ccc(Cl)c([N+](=O)[O-])c1	1.1	0.5	-9.7	-11.8	i	-3.4	i	-1.6	-2.4	5.0
CO/C(N)=C(\C#N)N=Cc1ccccc1Cl	3.2	-0.2	-0.3	-8.0	i	-3.7	i	-3.3	-4.4	-4.0
C/C(=N\NC(=O)Cc1c(C)[nH][nH]c1=O)c1cccc(Br)c1	-1.1	-1.0	2.1	-5.2	i	-1.3	i	0.4	4.2	12.8
CCOc1cc2[nH]c(=S)n(Cc3ccc(C(=O)NCCOC)cc3)c(=O)c2cc1OCC	0.1	-2.6	0.8	-21.4	i	6.3	i	1.6	-2.7	-1.4
COCCN1C(=O)CCC1(C)c1nnnn1Cc1ccccc1 (stereo not given)	x	-0.3	7.6	x	i	-4.1	x	x	-8.8	x
Cc1ccc(CNC(=O)C2CC=CCC2C(=O)O)cc1 (stereo not given)	0.7	-0.6	-3.2	-13.5	i	2.5	i	-1.5	0.9	0.8
Cc1ccc(Cl)cc1N1CCN(C(c2ccc(C#N)cc2)c2nnnn2C2CCCC2)CC1 (stereo not given)	2.9	1.7	-1.4	11.8	i	29.5	i	-0.6	1.3	5.5
CN(C(=O)COC(=O)/C=C/c1ccc(S(=O)(=O)N2CCc3ccccc32)cc1)C1CCS(=O)(=O)C1 (stereo not given)	-0.1	1.2	-1.0	-4.5	i	-6.4	i	0.1	-7.2	-0.1
CC(Sc1nnnn1C1CC1)C(=O)Nc1cccc(S(=O)(=O)N2CCOCC2)c1 (stereo not given)	4.5	0.6	-2.3	-0.1	i	-0.2	i	-1.8	-2.5	-2.5

# (continued)
compound	Rin1 Abl inh	LMPTP inh	SUMO1 PPI mod	Scp-1 inhibitor	Neddylation inh	NadD inh	Rpn11 block	STEP block	CSN deneddyl inh	DNMT1 block
COc1cc2c(C(=O)NCc3ccc4c(c3)OCO4)cn(C)c(=O)c2cc1OC	-0.1	0.7	3.1	-2.2	i	-1.5	i	1.9	2.2	6.5
COc1ccc(/C=N/Nc2nncn2N)cc1Br	-0.6	0.4	-14.8	-9.5	i	-1.9	i	0.7	0.7	-12.1
O=C(OCC(=O)N(C1CCCCC1)C1CCCCC1)c1cnccn1	0.5	-0.6	0.9	-5.2	i	2.5	i	-2.6	5.6	8.1
COc1ccccc1NC(=O)CSc1ncnc2c1oc1ccccc12	-76.0	0.3	-13.8	-5.2	i	-9.1	i	0.0	-1.9	-2.1
Nc1nc(NCCCN2CCOCC2)nc(Nc2ccc(Cl)cc2)c1[N+](=O)[O-]	-6.4	0.3	-23.0	-3.5	i	1.6	i	-1.3	-5.0	2.3
Cc1ccc(S(=O)(=O)N2CCOCC2)cc1C(=O)NC1=NCCS1	0.8	-0.4	-0.8	-2.8	i	-4.8	i	1.4	-3.4	7.0
CCOc1ccc(S(=O)(=O)NCc2ccc(F)cc2)c2cccnc12	3.9	-1.6	-1.6	-1.0	x	-2.5	i	-2.1	-0.2	-0.3
CCOc1ccc(C(=O)NC(C(=O)NCc2ccccn2)C(C)C)cc1 (stereo not given)	-0.9	-0.6	1.4	-3.6	i	-4.2	i	-0.9	-0.6	1.3
CC(C)(C)c1cc[n+](-c2nc([O-])sc2C=O)cc1	3.9	-2.3	11.0	-2.7	i	-0.5	i	-2.3	-8.1	2.7
COCCN(C(=S)Nc1ccc(C)cc1C)C(C)c1cccs1 (stereo not given)	-0.3	-0.4	10.2	-6.8	i	-2.9	i	10.1	-4.9	5.9

# Following part:
compound	Rin1 Abl inh	LMPTP inh	SUMO1 PPI mod	Scp-1 inhibitor	Neddylation inh	NadD inh	Rpn11 block	STEP block	CSN deneddyl inh	DNMT1 block
CCOc1ccc(-c2[nH]nc3c2C(c2cccnc2)C(C#N)=C(N)O3)cc1 (stereo not given)	-4.1	1.0	-9.9	-1.6	i	7.4	i	4.6	-6.1	-10.2
C=CCN1C(=O)C(=O)N(CC(=O)NCC(=O)Nc2ccc(F)c(F)c2F)C1=O	3.3	-0.9	4.2	-2.2	i	-3.4	i	-2.0	-2.7	6.2
O=C(COC(=O)c1cc(S(=O)(=O)N2CCOCC2)ccc1O)NCC1CCCO1 (stereo not given)	0.1	-0.9	2.0	9.8	i	7.0	i	-0.1	1.6	0.2
O=C(NC1CCCC1)c1cc2ccccc2o1	4.3	-1.2	-6.7	4.0	i	1.0	i	-1.3	0.8	0.7
CC(C)Cn1c(N)c(C(=O)COC(=O)c2ccc([N+](=O)[O-])o2)c(=O)n(C)c1=O	1.5	-0.5	14.8	-4.1	i	-0.6	i	1.2	5.7	0.3
Cc1ccc(NC(=O)COc2ncnc3cc([N+](=O)[O-])ccc23)cc1S(=O)(=O)N1CCOCC1	-1.9	0.9	-26.5	-7.4	i	-0.5	i	-0.5	-3.9	-2.2
COc1cccc(CN2CCNC(=O)C2CC(=O)NCc2cn3ccccc3n2)c1OC (stereo not given)	-2.9	-1.0	-2.9	1.4	i	-0.2	i	0.6	3.2	2.1
CCCCc1c(O)nc(SCC(=O)c2ccccc2)n(-c2ccccc2OC)c1=O	3.6	-1.2	10.0	-10.8	i	-19.1	i	-0.5	-0.8	-1.3
O=C(CCN=C1NS(=O)(=O)c2ccccc21)Nc1ccc(Cl)cc1F	3.9	-2.6	-0.5	-3.4	i	0.1	i	0.1	1.0	1.4
CS(=O)(=O)c1ccc(C(=O)N2CC(=O)Nc3ccccc32)cc1	-0.4	-1.0	-1.8	44.5	i	0.7	i	-1.4	3.0	-6.5

# Following part.
compound	Rin1 Abl inh	LMPTP inh	SUMO1 PPI mod	Scp-1 inhibitor	Neddylation inh	NadD inh	Rpn11 block	STEP block	CSN deneddyl inh	DNMT1 block
O=C(Cc1coc2cc3c(cc12)CCC3)OCC(=O)N1CCCC1=O	1.9	-0.5	-3.6	4.2	i	-9.4	i	0.5	2.4	0.6
COc1ccc(Cl)cc1Nc1nc(N)nc(C(F)(F)F)n1	1.1	1.5	3.6	-6.4	i	-2.2	i	-0.6	-8.3	1.3
O=c1oc(Nc2cccc(F)c2)nc2ccccc12	0.9	-0.1	6.2	-8.2	x	2.6	i	-0.6	1.5	-0.4
COC(=O)[C@@H]1Cc2c([nH]c3ccccc23)C2CCC(=O)N21 (stereo not given in full)	-0.1	-1.2	-5.2	-2.5	i	-6.7	i	-2.0	4.8	-4.1
Cc1ccc(NC(=O)c2ccc(OCC3CCCO3)cc2)c(C)c1 (stereo not given)	2.0	-2.8	-0.3	-1.2	i	-3.1	i	-2.5	-10.9	4.7
CNC(=O)Cn1nc(C)c(S(=O)(=O)N2CCOCC2)c1C	0.1	-1.8	5.6	-8.6	i	-0.6	i	2.2	1.3	5.5
O=C(O)c1ccc(N/N=C/c2cn(Cc3ccccc3F)c3ccccc23)cc1	2.3	5.9	-4.0	-10.6	+	10.0	i	-2.2	6.6	-6.9
O=C(NC1CCN(S(=O)(=O)c2ccc(Cl)cc2)CC1)c1cccnc1	-0.8	-0.5	2.1	-5.5	i	2.0	i	0.6	-4.6	-0.2
COCCCNC(=O)CCn1c(=O)c2ccccc2n(Cc2cccc([N+](=O)[O-])c2)c1=O	-0.8	-2.7	-11.4	-16.9	i	-0.7	i	-0.5	2.6	3.0
N#Cc1nc(Cc2cccc3ccccc23)oc1NCCCn1ccnc1	-0.6	7.7	-1.1	1.1	i	9.5	i	1.0	-4.8	-3.6

# The list continues:
compound	Rin1 Abl inh	LMPTP inh	SUMO1 PPI mod	Scp-1 inhibitor	Neddylation inh	NadD inh	Rpn11 block	STEP block	CSN deneddyl inh	DNMT1 block
CC(=O)c1ccc(N2CCN(C(=O)c3cccc(Oc4ccccc4)c3)CC2)cc1	0.8	2.3	1.8	-3.1	i	-3.6	i	-0.3	-1.1	-5.0
Cc1cccc(NC(=O)CCN2CC(C)CC(C)C2)c1 (stereo not given)	0.6	-0.9	3.6	-6.2	i	-6.8	i	-2.1	0.7	3.8
Cc1cc(OC(C)C)nc(-c2ccccc2O)n1	-0.3	2.0	1.4	-7.0	i	-7.0	i	1.7	-4.5	-3.0
CCCN1C(=O)/C(=C/c2nc3ccccc3c(=O)[nH]2)c2ccccc21	0.2	-0.9	-16.3	2.6	i	-1.4	i	-3.8	-21.6	0.8
CCOc1cc(C(=O)Nc2ccc(F)cc2)cc(Br)c1OC	-4.4	1.6	2.3	0.7	i	-2.0	i	-2.6	3.3	-1.4
O=C(NCCc1c[nH]c2ccccc12)c1cncc(Br)c1	-0.1	-1.1	3.4	-7.4	i	-4.3	i	-3.5	-3.0	5.6
